# MC4R antagonist: blocks human MC4R cAMP signaling | P32245 | MC4R-expressing cells, MTII-stimulated cAMP, LANCE TR-FRET | inhibition, % at 6.5 µM | 360,000 compounds, 0.48% hits;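 active means inhibition above its plate's cutoff, the mean of tested wells on that plate plus 3 SD, cut at about 29% in these data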;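 further: 0% = Melanotan II alone and 100% = Melanotan II plus saturating MCL0020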
# Target sequence (P32245 whole entry, looked up): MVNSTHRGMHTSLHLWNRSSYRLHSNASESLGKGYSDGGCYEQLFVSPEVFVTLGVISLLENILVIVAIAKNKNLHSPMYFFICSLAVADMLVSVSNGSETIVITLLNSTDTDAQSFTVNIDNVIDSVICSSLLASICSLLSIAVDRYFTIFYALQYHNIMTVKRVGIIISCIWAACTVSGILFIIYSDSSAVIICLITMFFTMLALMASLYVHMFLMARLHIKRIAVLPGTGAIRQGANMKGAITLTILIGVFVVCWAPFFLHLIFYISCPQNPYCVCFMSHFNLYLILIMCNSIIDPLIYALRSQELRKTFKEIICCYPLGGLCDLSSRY
#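 Assay system: U2OS cells stably expressing human melanocortin 4 receptor (MC4R) / Dosing: 6.5 µM / Timing: compound 30 min, challenge 1 h, detection 1 h / Measured by: Eu-cAMP/anti-cAMP TR-FRET, emission 671 nm / Replicates: singlicate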
# Cardio protect: protects H9c2 cardiomyocytes from peroxide injury. H2O2 injury protection, ATPLite, 2 h. 360,000 compounds, 0.63% hits. protection from H2O2 cell death, % at 20 µM. AID 588492;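 active means compounds giving at least 50% protection of heart cells from peroxide-induced death in the single-dose screen, raw or plate-pattern-corrected value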;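 further: 0% = DMSO wells with peroxide and 100% = DMSO wells without peroxide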
# ABCB6 inh 2: human ABCB6 transporter inhibition. Q9NP58. K562-ABCB6 porphyrin accumulation, flow cytometry, 1 h; active compounds read low. fluorescence ratio to DMSO, % at 10 µM. 360,000 compounds, 0.19% hits. AID 602162;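 active means fluorescence ratio to DMSO below 75%, the collection mean minus 3 SD; inconclusive means too few cells collected in the well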;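 further: signal is porphyrin accumulated inside mitochondria; 100% equals median channel fluorescence of DMSO control wells; lower ratio means ABCB6 inhibition with less porphyrin fluorescence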
# hiPSC survival: increases survival of single human iPS cells. survival enhancement, % at 20 µM. 360,000 compounds, 0.044% hits. hiPSC single-cell survival, ATPlite luminescence; 100% = ROCK inhibitor wells, 0% = DMSO. AID 602274; in the data active means survival enhancement above about 18%;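 further: cells exposed to compounds for 16 hours before the ATP read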
# MC4R barr agon: human MC4R agonism via beta-arrestin; P32245; U2OS MC4R beta-arrestin complementation, luminescence; percent of melanotan II response, DMSO zero; activation, % at 8.9 µM; 360,000 compounds, 0.98% hits; AID 540308;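 active means activation above a per-plate cutoff, the mean activation of sample wells on that plate plus 3 SD, cut at about 8% in these data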
# m5-HT2A agonist: mouse HTR2A agonism via beta-arrestin recruitment | activation, % at 7.6 µM | CHO-K1 mHTR2A beta-arrestin complementation, luminescence; percent of 30 µM serotonin response | 360,000 compounds, 0.66% hits;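 active means activation above a run cutoff, the mean activation of all tested compounds plus 3 SD, cut at about 14% in these data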;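 further: 0% = plate median of compound wells and 100% = 30 µM serotonin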
# Target sequence (P35363 whole entry, looked up): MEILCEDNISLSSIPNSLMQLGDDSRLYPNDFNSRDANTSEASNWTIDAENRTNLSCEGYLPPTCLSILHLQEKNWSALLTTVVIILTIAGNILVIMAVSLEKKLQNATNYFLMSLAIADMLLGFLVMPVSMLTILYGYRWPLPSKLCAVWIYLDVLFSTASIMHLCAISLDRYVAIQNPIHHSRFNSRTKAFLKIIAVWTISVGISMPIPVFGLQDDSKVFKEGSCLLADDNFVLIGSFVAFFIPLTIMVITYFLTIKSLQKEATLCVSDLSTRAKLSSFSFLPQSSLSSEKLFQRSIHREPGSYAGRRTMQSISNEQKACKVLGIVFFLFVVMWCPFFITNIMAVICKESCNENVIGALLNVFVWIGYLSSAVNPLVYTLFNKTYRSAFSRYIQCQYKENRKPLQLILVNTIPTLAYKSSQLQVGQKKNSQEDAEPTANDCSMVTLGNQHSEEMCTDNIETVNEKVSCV
# aDG glyco act: increases alpha dystroglycan glycosylation; Pro5-aDG cells, alpha-DG glycosylation AlphaScreen (IIH6); 0% Pro5, 100% B10-LARGE cell signal; activation, % at 10 µM; 360,000 compounds, 0.22% hits; AID 624168;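 active means activation of at least 8% versus controls, or a plate z-score of at least 8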;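 further: Pro5 are CHO cells carrying HIG-tagged alpha-DG that lacks glycosylation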
# Glyco luc inh: N-linked glycosylation inhibition. reporter increase, % at 12.5 µM. 360,000 compounds, 0.23% hits. D54 ERlucT glycosylation luciferase reporter, 24 h; percent of 100 nM tunicamycin response;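 active means mean luciferase reporter signal, scaled so untreated is 0 and the glycosylation-blocking control 100, at or above a set limit in every replicate; inconclusive means mean reaches the limit but not every replicate does; inactive means mean below the limit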;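 further: luciferase carries N-glycosylation sites so blocking glycosylation raises the light; 0% = median of neutral control wells and 100% = median of 100 nM tunicamycin wells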
# Exocytosis inh: blocks lytic granule exocytosis. TALL-104 LAMP-1 surface exposure, flow cytometry; cells stimulated with thapsigargin and PMA. inhibition, % at 10 µM. 360,000 compounds, 0.66% hits. AID 651702;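 active means inhibition above about 55%, limit read from the data; inconclusive means no clear call, values can overlap the other calls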
# ABHD5 PLIN5 PPI: inhibitors of human ABHD5-perilipin-5 interaction; Q00G26+Q8WTS1; 360,000 compounds, 0.78% hits; Split G. princeps luciferase complementation, luminescence, 4 h; inhibition, % at 4 µM; AID 602281;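 active means inhibition above the mean inhibition across every tested compound plus 3 SD, cut at about 22% in these data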;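 further: 0% = DMSO only wells and the 100% control is not disclosed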
# Numbers without * were called inactive; ? = inconclusive.
SMILES,MC4R antagonist,Cardio protect,ABCB6 inh 2,hiPSC survival,MC4R barr agon,m5-HT2A agonist,aDG glyco act,Glyco luc inh,Exocytosis inh,ABHD5 PLIN5 PPI
O=C(/C=C/c1cn(-c2ccccc2)nc1-c1ccc2c(c1)OCCO2)NCCO,15,-7,97,4.3,1.0,5,0.1,1,-6,0
O/N=C1/C2C3CC4C5C3C1C5C1(OCCO1)C42 (stereo not drawn),4,8,104,-1.3,2.7,2,-0.1,1,0,1
Cc1cc(C)c(S(=O)(=O)NCC(=O)NCc2ccccn2)c(C)c1,30*,4,97,5.9,-2.6,6,0.0,2,-2,6
CC(C)N(CCC(=O)c1ccc2ccccc2c1)Cc1ccccc1,1,-35,99,-2.7,-2.9,-4,0.3,-9,32,20
CC[C@]1(C(=O)OC)[C@H]2C(=O)N(C)C(=O)[C@H]2[C@H]2CN=C(SCC3CC3)N21,1,5,95,-1.1,-1.9,1,0.2,0,-1,-3
CCOC(=O)COn1c(=O)c[n+]([O-])c2ccccc21,3,-1,103,1.6,1.8,-2,0.3,0,0,0
Cc1cc(C)cc(NC(=O)Nc2ccc3c(c2)CCC3)c1,15,-4,100,0.0,4.5,8,1.6,-2,-2,7
CC1Cc2nc(SCC(=O)Nc3ccc(F)cc3)n(C)c(=O)c2S1 (stereo not drawn),2,9,91,-0.2,-1.6,6,0.3,2,-3,5
CC(C)CN(C(=O)c1ccc(N2CCCC2=O)cc1)c1c(N)n(Cc2ccccc2)c(=O)[nH]c1=O,2,-4,99,5.4,-0.2,1,0.1,0,-3,2
O=C(CSc1nc(=O)n2ccccc2n1)NC1CCCCC1,-8,1,109,1.6,0.7,4,0.1,-1,5,14
CCOC(=O)C1=C(C)NC2=C(C(=O)CCC2)C1c1cccnc1 (stereo not drawn),9,6,98,5.2,-1.4,0,-0.3,0,-1,4
CCOC(=O)C1CCCN(C(=O)c2ccc(C(F)(F)F)nc2C)CC1 (stereo not drawn),1,6,85,-2.8,-2.4,3,0.6,0,2,-2
CCOC(=O)c1cc2c(ccn2C)n1CC(=O)Nc1ccc(F)cc1,0,8,111,-0.5,-0.4,2,-0.2,-2,0,-11
CCOc1ccc(C(C)=O)cc1CSc1nc(C)cc(C)n1,1,14,94,-0.2,-2.6,2,0.0,3,1,-2
C#CCN(CC=C)C(=O)c1ccc2nc(C3CCCCC3)oc2c1,1,5,95,0.8,-0.5,-1,0.1,-2,-10,-1
Cc1nnc2sc(SCC(=O)Nc3nccs3)nn2c1=O,1,2,96,-2.0,-3.9,1,0.2,2,-7,-6
CCN1C(=O)[C@H]2[C@@H](c3ccc(C)cc3)N3C(=O)N(c4ccccc4)C(=O)[C@@]3(Cc3ccc(Cl)cc3)[C@H]2C1=O,6,5,99,-0.1,-0.7,-2,0.3,0,3,-8
Cc1cccc(N(C(=O)c2csnn2)C(C(=O)NCc2ccccc2)c2cccs2)c1 (stereo not drawn),14,3,90,0.0,-0.1,0,-0.1,-1,1,2
CCc1cc2c(=O)c(-c3nc4ccccc4n3C)c(C)oc2c(CN(CC)CC)c1O,13,10,103,-0.2,-0.3,-2,0.3,-2,3,3
CCOC(=O)C1CCN(S(=O)(=O)c2cc(Br)cc3c2N(C(=O)C2CC2)CC3)CC1,5,6,101,-0.4,-1.6,-2,0.1,2,4,-1
CCOc1ccc(NCc2nnc(SCC(=O)Nc3cc(C)on3)n2-c2ccccc2OC)cc1,6,-2,96,-4.7,3.6,0,-0.1,4,-4,1
CCOC(=O)C1=C(c2ccccc2)c2ccccc2N(S(=O)(=O)C(F)(F)F)C1C(=O)OCC (stereo not drawn),5,1,97,5.3,1.1,2,-0.1,-2,-1,-2
COc1ccc(C(=O)Nc2ccccc2C(N)=O)cc1,11,-11,100,-3.3,1.1,1,-0.1,-1,3,1
CNCc1ccccc1OCc1ccccc1F,-4,-2,100,0.8,0.0,-7,0.2,-4,-14,2
CS(=O)(=O)Nc1ccc(C(=O)N2CCN(c3ccccc3F)CC2)cc1,-4,-1,97,-1.0,-1.2,1,0.1,1,0,1
# (cont.)
SMILES,MC4R antagonist,Cardio protect,ABCB6 inh 2,hiPSC survival,MC4R barr agon,m5-HT2A agonist,aDG glyco act,Glyco luc inh,Exocytosis inh,ABHD5 PLIN5 PPI
Cc1ccc(NC(=O)c2ccc3c(SCC(=O)O)c4c(nc3c2)CCCC4)c(Br)c1,10,1,96,-0.6,-3.3,2,-0.8,2,-5,-2
Cc1cc(C(=O)COC(=O)/C=C/c2cccc(F)c2)c(C)n1C,25,-10,97,0.2,-0.6,0,-0.2,0,0,4
O=C(Cc1cccc(NC(=O)C2CCN(C(=O)C3CCCC3)CC2)c1)Nc1cccc(C(=O)N2CCOCC2)c1,4,2,100,-1.7,1.7,-2,-0.3,1,-2,5
Nc1cc2c(cc1Cl)-c1ccc([N+](=O)[O-])cc1C2=NO,22,-9,512,0.5,-0.5,4,-0.3,12,-5,-6
COc1ccc(C(=O)NCC2CCCO2)cc1S(=O)(=O)NCc1ccc(Cl)cc1 (stereo not drawn),0,-3,96,-3.8,-0.2,4,0.2,3,-6,0
CC(C)Nc1nc(-c2ccncc2)nc(-c2ccccc2)c1C#N,7,-3,100,-0.4,-2.1,6,0.1,-4,3,-5
O=C(CCN1C(=O)CSc2ccccc21)Nc1ccc(OC(F)(F)F)cc1,-6,-3,97,0.0,2.7,-7,0.0,2,-1,-5
Cc1nnc(SCC(=O)Nc2ccc(Br)cn2)[nH]c1=O,0,0,117,14,2.1,2,0.3,2,2,-3
CCn1c(SCC(=O)Nc2cc(OC)ccc2OC)nc2c(c1=O)SCC2,-12,-2,92,0.3,-3.7,8,0.3,1,-2,1
Clc1cccc(CN2CCc3c([nH]c4ccccc34)C2)c1Cl,-8,-4,101,-0.1,-1.4,9,0.8,-3,29,13
CCOC(=O)c1c(C)oc2c1c(C=NCCC(=O)O)c(O)c1ccccc12,-10,-14,106,-0.5,-0.5,6,0.6,0,0,-17
NC(c1csc(Nc2ccc(C(F)(F)F)cn2)n1)C1CCCCC1 (stereo not drawn),3,-32,89,-2.9,8.9*,5,1.8,-10,14,0
COc1ccc([C@@H]2[C@@H]3C(=O)N(C(C)(C)C)C(=O)[C@@H]3[C@]3(Cc4ccccc4)C(=O)N(c4cccc(Cl)c4)C(=O)N23)cc1,8,-1,98,-3.1,-2.2,11,0.6,?,-13,1
COc1ccc(NC(=O)N(C)C[C@H]2Oc3ncc(C#C[C@@H](C)O)cc3C(=O)N([C@H](C)CO)C[C@H]2C)cc1,-3,1,96,0.7,-1.0,-4,0.1,2,3,-1
O=C(CC1C[C@H](C(=O)N2CCCCC2)[C@@]2(CCc3ccccc3)c3[nH]c4ccccc4c3CCN2C1=O)NCc1ccco1 (stereo partly drawn),-5,2,103,-2.2,-1.6,3,0.1,-1,-3,-1
Cc1nnc(SCCN2C(=O)c3ccccc3C2=O)nc1C,9,-2,102,-1.1,-0.5,2,-0.1,1,6,9
CCCCc1ccc(NS(=O)(=O)c2cccc(C(=O)N3CCCN(C)CC3)c2)cc1,-4,-1,91,-0.3,-0.6,6,0.4,0,1,1
C=CS(=O)(=O)N(Cc1ccccc1)[C@H](CO)CC(C)C,8,0,104,1.6,-0.3,4,0.1,-2,0,-5
Cc1ccc(C)c(N2CCN(S(=O)(=O)c3c(C(=O)N4CCCCC4)c(C)n(C)c3C)CC2)c1,6,-1,103,-0.6,-2.2,-2,-0.1,-2,-1,-4
COc1ccc(CN(C(=O)CN2C(=O)NC3(CCC(C)CC3)C2=O)C(C)Cc2cccs2)cc1 (stereo not drawn),8,14,98,0.2,1.1,4,0.1,0,-1,-1
O=C1NCCc2c1[nH]c1ccccc21,11,13,97,-3.2,-2.1,1,-0.1,1,-1,1
O=C1COc2ccc(S(=O)(=O)N3CCN(c4cccc(C(F)(F)F)c4)CC3)cc2N1,10,-4,94,0.4,11*,-1,1.1,-3,1,-11
N=C1C(c2ccccc2)=C(O)CN1c1cccc2ccccc12,5,1,102,0.0,0.7,0,0.0,2,-2,7
O=C(COc1ccc(Br)cc1)NNC(=O)c1cc(S(=O)(=O)N2CCOCC2)ccc1Cl,15,-4,93,2.6,-1.0,6,0.1,-2,7,3
Cc1cc(C)c2[nH]c(=O)c(CN(Cc3ccco3)C(=O)C3CCCO3)cc2c1 (stereo not drawn),2,-3,100,6.2,-1.2,-12,0.8,1,0,13
COc1ccc(CNC(=O)C(C)NS(=O)(=O)c2ccc(C)cc2)cc1 (stereo not drawn),-2,-1,95,6.1,-0.6,3,-0.1,-7,0,4
Nc1cccc(C(=O)c2ccccc2C(=O)O)c1,6,0,103,6.5,0.8,1,-0.1,1,1,-4
COc1ccc(N2CCN(C(c3cccs3)C(C)NC(=O)c3ccco3)CC2)cc1 (stereo not drawn),4,4,95,0.5,-1.5,-6,0.0,0,-7,-7

# Sorted by SMILES length (highest first): part of the list above
SMILES,MC4R antagonist,Cardio protect,ABCB6 inh 2,hiPSC survival,MC4R barr agon,m5-HT2A agonist,aDG glyco act,Glyco luc inh,Exocytosis inh,ABHD5 PLIN5 PPI
COc1ccc([C@@H]2[C@@H]3C(=O)N(C(C)(C)C)C(=O)[C@@H]3[C@]3(Cc4ccccc4)C(=O)N(c4cccc(Cl)c4)C(=O)N23)cc1,8,-1,98,-3.1,-2.2,11,0.6,?,-13,1
Cc1cc(C)c2[nH]c(=O)c(CN(Cc3ccco3)C(=O)C3CCCO3)cc2c1 (stereo not drawn),2,-3,100,6.2,-1.2,-12,0.8,1,0,13
COc1ccc(C(=O)NCC2CCCO2)cc1S(=O)(=O)NCc1ccc(Cl)cc1 (stereo not drawn),0,-3,96,-3.8,-0.2,4,0.2,3,-6,0
O=C(CCN1C(=O)CSc2ccccc21)Nc1ccc(OC(F)(F)F)cc1,-6,-3,97,0.0,2.7,-7,0.0,2,-1,-5
Cc1cc(C(=O)COC(=O)/C=C/c2cccc(F)c2)c(C)n1C,25,-10,97,0.2,-0.6,0,-0.2,0,0,4
CCOC(=O)C1=C(C)NC2=C(C(=O)CCC2)C1c1cccnc1 (stereo not drawn),9,6,98,5.2,-1.4,0,-0.3,0,-1,4
C=CS(=O)(=O)N(Cc1ccccc1)[C@H](CO)CC(C)C,8,0,104,1.6,-0.3,4,0.1,-2,0,-5
N=C1C(c2ccccc2)=C(O)CN1c1cccc2ccccc12,5,1,102,0.0,0.7,0,0.0,2,-2,7
Cc1cc(C)cc(NC(=O)Nc2ccc3c(c2)CCC3)c1,15,-4,100,0.0,4.5,8,1.6,-2,-2,7

# Random draw from the library. About 4.5% of those tested had a hit in this group.
